High-throughput results (PubChem)
Cav32 inh = blocks human Cav3.2 T-type calcium channel | Cav3.2-expressing cells, Fluo-4 calcium fluorescence FDSS; stronger effect = lower value | B-score at 10 µM | actives 4% (n = 100,000) | AID 449739;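 active means single-dose well whose peak fluorescence ratio is a statistical outlier from its plate by either plate-standardised score or position-corrected B-score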
An asterisk follows results filed as active; & = joins results of further samples.

Cav32 inh	Compound
-0.541	COc1ccc(OCC(O)Cn2ccnc2C)cc1 (stereo unspecified)
0.562	CSc1nnc(-c2ccc(S(=O)(=O)N3CCCC3)cc2)n1C
-0.0105	CC(Sc1nnc(-c2ccc(Cl)cc2)n1C)C(N)=O (stereo unspecified)
-2.35	O=C(NCc1ccccc1C(F)(F)F)C1CC(c2ccc(C(F)(F)F)cc2)=NO1 (stereo unspecified)
-0.17	N#Cc1nc(Cc2cccc3ccccc23)oc1N1CCC(C(N)=O)CC1
-2.68	COc1ccc(OC)c(S(=O)(=O)N2CCCc3ccccc32)c1
0.0182	CCOCCCn1c(=S)[nH]c2cc(C(=O)N3CCN(C)CC3)ccc2c1=O
1.24	CCn1c(CSc2nc(C)cs2)nc2cc(S(=O)(=O)N(C)C)ccc21
-2.31	CCOc1ccccc1N1CCN(S(=O)(=O)c2ccc3c4c(cccc24)C(=O)N3)CC1
-1.34	COc1ccc(C2NC(c3ccc(OC)c(OC)c3OC)C(C)C(=O)C2C)c(OC)c1OC (stereo unspecified)
-0.0214	Cc1ccc(N2CCN(c3ccc(C)cc3)C2c2cccnc2)cc1
0.0252	CN(C)c1ccc(C2N3CC4(C)CN2CC(C)(C3)C4O)cc1 (stereo unspecified)

(listing goes on)
Cav32 inh	Compound
-0.664	COc1ccc(C(=O)Nc2nnc(-c3ccccc3)o2)cc1OC
1.03	C=CCn1c2ccccc2c2nnc(SCC(=O)OCN3C(=O)c4ccccc4C3=O)nc21
-0.683	COCCN(CCOC)C(=O)CCn1c(=O)oc2ccccc21
-0.619	COc1ccc(NC(=O)C(C)Oc2ccc(/C(C)=N\O)cc2)cc1 (stereo unspecified)
-0.0203	COCC(=O)Nc1nc2n(n1)C(c1ccccc1Cl)CC(c1ccc(OC)cc1)N2 (stereo unspecified)
-6.6*	Cc1ccc2c(CC(=O)NCC3COc4ccccc4O3)coc2c1 (stereo unspecified)
-4.32	N#Cc1cn(Cc2ccccc2)c2ccccc12
-1.69	S=c1[nH]nc(COc2ccc3c(c2)OCO3)n1-c1ccccc1
-0.976	COc1ccc(-c2nsc3c(SCC(=O)Nc4cc(C)ccc4C)ncnc23)cc1
-6.58*	O=C(CSc1nc2ccccc2o1)Nc1ccccc1N1CCCCCC1
0.107	CNC(=O)Cc1csc2ccc(Cl)cc12
-0.152	N#Cc1ccc(/C=N/N=C(N)N)cc1

The listing continues:
Cav32 inh	Compound
0.706	N#C[C@H]1C2OC2c2ccccc2N1C(=O)c1ccccc1 (stereo partly specified)
0.141	CC1(C)CC(=O)c2cc(OCC(=O)O)ccc2O1
-1.88	O=C(Nc1nnc(C2CC2)s1)C1Cc2ccccc2CN1S(=O)(=O)c1ccccc1F (stereo unspecified)
-0.814	CCOC(=O)COc1cccc2c(=O)n(CC(=O)NCc3ccc4c(c3)OCO4)ccc12
0.161	Cc1ccc(-n2nnnc2SCC(=O)NNC(=O)c2ccco2)cc1C
0.672	COc1ccccc1OCCCCN1CCN(c2ccccc2OC)CC1
0.0155	Cc1cc(C(=O)Nc2c(C)nn(Cc3c(Cl)cccc3Cl)c2C)no1
0.586	COc1cc(C(=O)Nc2ccc3c(c2)OCCO3)ccc1-n1cnnn1
-2.74*	C=CCn1c(SCC(=O)NCCCC)nc2scc(-c3ccco3)c2c1=O
-0.0387	CC(=O)c1c(C)[nH]c(C(=O)OCn2nnc3ccccc3c2=O)c1C
0.0111	CCCCc1c(O)nc(SCC(=O)NCC2CCCO2)[nH]c1=O (stereo unspecified)
-0.00329	CC(=O)c1c(C)[nH]c(C(=O)COC(=O)CNS(=O)(=O)c2ccccc2)c1C

(further entries)
Cav32 inh	Compound
-1.68	CCOc1ccc(C)cc1S(=O)(=O)NC1CCCCC1
0.165	CCCNc1nc(N2CCOCC2)nc(N2CCOCC2)n1
0.517	COc1ccc(C2=NOC3(CC(=O)N(c4ccc(Cl)cc4)C3=O)C2)c(OC)c1 (stereo unspecified)
0.617	O=C(NCc1ccco1)Nc1cccs1
0.721	COc1cc(NC(=O)c2cncc(-c3ccc(C#N)cc3)c2)cc(C(=O)Nc2cccc(C(F)(F)F)c2)c1
1.74	O=C(COc1ccc(Cl)cc1)Nc1ccccc1CO
-4.41*	Cc1ccc(-n2nc(-c3cccs3)cc2C(=O)NCC2CCCO2)c(C)c1 (stereo unspecified)
0.586	CCCCN(C(=O)Nc1ccc(Cl)cc1)C1CCN(C(C)=O)CC1
-4.76*	CC1CCC(C(C)C)C(OC(=O)CSc2nnc(N)s2)C1 (stereo unspecified)
-0.314	CCNC(=O)CC1C(=O)N(c2ccc(F)cc2)C(=O)N1Cc1ccc(OC)cc1 (stereo unspecified)
0.567	O=C(NCN1C(=O)C2C3C=CC(C3)C2C1=O)Nc1nncs1 (stereo unspecified)
-1.33	N/C(CSc1nc(-c2ccccc2)c(-c2ccccc2)o1)=N\O

Following part
Cav32 inh	Compound
-0.428	COc1ccc(CNc2n[nH]c(NCc3ccc(OC)c(OC)c3)n2)cc1OC
0.866	COc1cc2[nH]c(=O)n(CCC(=O)N3CC=C(c4ccccc4)CC3)c(=O)c2cc1OC
0.0983	COCCNC(=O)c1ccc2c(c1)ncn2-c1ccc(F)c(F)c1
0.482	O=C(Cn1cc2c(n1)CCCC2)NCc1cccnc1
-1.42	COc1cccc(OCCNC(=O)c2cccc(OC)c2)c1
0.756	Cc1ccccc1-n1nnnc1SC1CCOC1=O (stereo unspecified)
0.219	COc1cc(OC)cc(C(=O)N2CCN(S(C)(=O)=O)CC2)c1
0.343	COc1ccc(CCNC(=O)CN2C(=O)c3ccccc3S2(=O)=O)cc1
0.114	COCCNC(=O)C(=O)Nc1ccc(Br)cc1
-0.761	COc1ccc(/C=C2\N=C(SC)N(C)C2=O)cc1
-0.0836	c1ccc(NCc2nc(-c3ccccc3)no2)cc1
-0.392	CCCc1nc(N2CCN(C)CC2)c2sc(=S)n(-c3ccccc3)c2n1

Further compounds
Cav32 inh	Compound
0.351	N=c1n(CCN2CCCCC2)c2ccccc2n1CC(O)COc1ccccc1 (stereo unspecified)
-0.869	COc1ccc(C(=O)c2ccccc2Cl)cc1
-0.762	COc1ccccc1NC(=O)c1ccccc1NC(=O)c1cc(Cl)ccc1NC(=O)c1ccco1
0.69	COc1ccccc1Nc1nc(NCCO)nc(N2CCCC2)n1
-0.654	Cc1ccc(OCc2cc(C(=O)Nc3ccccc3)oc2C)cc1
0.377	O=C(CCN1C(=O)c2ccccc2C1=O)Nc1ccc(-c2cn3ccsc3n2)cc1
0.472	O=C1CC2(CCCCC2)Oc2ccc(F)cc21
0.469	O=C(NCc1ccco1)c1ccc(=O)oc1
-1.79	COc1ccc(OC)c2[nH]c(=O)c(CCNC(=O)c3cc4ccccc4o3)cc12
0.622	CCOC(=O)C1CCN(C(=O)c2c(C)oc3c2C(=O)c2ccccc2C3=O)CC1
1.07	COc1cccc(NC(=O)C2CC(=O)OC23CCOC(C)(C)C3)c1 (stereo unspecified)
-0.311	Cc1cccc(N(C(=O)CNC(=O)c2cccs2)C(C(=O)NC2CCCC2)c2cccnc2)c1 (stereo unspecified)

(more compounds)
Cav32 inh	Compound
0.355	CCOC(=O)C1CCCN(S(=O)(=O)c2cccs2)C1 (stereo unspecified)
-0.265	Cc1nnc(NC(=O)Oc2ccccc2)s1
0.411	Cc1ccc(C(=O)N2CCCC2)cc1Br
0.0839	COC(=O)c1cc(O)cc(OC)c1Oc1cc(C)cc(O)c1C(=O)O
0.0939	Cc1cccc(C(=O)Nc2nnc(Cc3c[nH]c4ccccc34)s2)c1
0.462	CCOc1cc(C2/C(=C(\O)c3cc(C)ccc3C)C(=O)C(=O)N2CCN(C)C)ccc1O (stereo unspecified)
-0.603	O=C(CCCc1ccccc1)NC1CCSC1=O (stereo unspecified)
0.0646	Cc1cnc(C(=O)OCC(=O)NC2CCCC(C)C2C)cn1 (stereo unspecified)
-4.13*	O=c1[nH]c(NCCO)nc2c1C1(CCCC1)Cc1ccccc1-2
-0.686	Cc1ccc(NC(=S)/C(=C(\[O-])c2ccc(C)c([N+](=O)[O-])c2)[n+]2ccccc2)cc1C
0.115	Cc1cc(=O)oc2cc(OC(C)C(=O)N3CCOCC3)ccc12 (stereo unspecified)
-0.0713	COc1ccccc1OCC(=O)Nc1ccc(C(N)=O)cc1

Further records.
Cav32 inh	Compound
-0.806	N#CCCN1CCN(S(=O)(=O)c2ccc(C#N)cc2)CC1
-0.794	COc1cc(OC)cc(C(=O)Nc2ccccc2C(=O)N2CCCC2)c1
0.0344	CC1C2Cn3c(nc4ccccc43)C1N(C(C)C)O2 (stereo unspecified)
-2.9	CCOc1ccc(NC(=O)C2CCCN(S(=O)(=O)c3c(C)nn(C)c3C)C2)cc1 (stereo unspecified)
-0.59	Cc1ccc2cc3c(nc2c1)N(Cc1ccco1)CC3
-1.32	CC(C)(Oc1ccc(-c2ccco2)cc1)C(=O)O
0.00906	CCc1ccc(S(=O)(=O)NCCc2cn3ccccc3n2)s1
0.335	COCCNC(=O)CN1c2ccccc2CC1C (stereo unspecified)
-0.128	O=C(Nc1ccc2c(c1)OCCO2)C1CCCN(c2ncccn2)C1 (stereo unspecified)
-6.48*	Cc1cc(OC(C)C(=O)N/N=C/CC(C)c2ccccc2)ccc1Cl (stereo unspecified)
-0.669	O=C(N/C=C/c1ccccc1)Nc1ccc(Cl)cc1
-0.795	COc1cc(CNn2nnnc2N)ccc1OCC(=O)NC(C)(C)C

(cont.)
Cav32 inh	Compound
-0.69	Cc1cc2nc(C)n(CCCNC(=O)Nc3cccc4ccccc34)c2cc1C
0.77	CC(=O)N1c2c(cc(Br)cc2S(=O)(=O)N2CCN(C(=O)c3ccco3)CC2)CC1C (stereo unspecified)
1.06	O=C(NC(C(=O)O)c1ccccc1)c1ccc(S(=O)(=O)N2CCOCC2)cc1 (stereo unspecified)
-0.0727	COC(=O)c1cc(NCc2c(F)cccc2Cl)ccc1N1CCOCC1
-0.642	CCc1nnc(NC(=O)CSc2nnc(-c3cc4ccccc4cc3O)n2CCOC)s1
0.00535	CCOc1ccc(S(=O)(=O)NCCC(=O)OCN2C(=O)c3ccccc3C2=O)cc1
-0.0028	COc1ccc(NC2=Nc3ccccc3N3C2=Nc2c(c(C)nn2-c2ccc(C)cc2)C3c2cccnc2)cc1 (stereo unspecified)
0.189	Cc1cccc2sc(NC(=O)C3CCCN(S(=O)(=O)c4cccc5nonc45)C3)nc12 (stereo unspecified)
0.172	O=C(NC1CCCCC1)c1ccc(N2CCCC2=O)cc1
1.72	CCN(CC)c1ccc(NC(=O)Nc2cccc(C(C)=O)c2)cc1
-0.507	O=C(CN1CCOCC1)N1CCN(S(=O)(=O)c2ccccc2)C1c1ccccc1 (stereo unspecified)
0.0879	O=C(Nc1ccc(SC(F)F)cc1)c1cccc2nc3ccccc3nc12

(listing goes on)
Cav32 inh	Compound
-0.253	CCOc1ccccc1N(CC(=O)N1CCOCC1)S(=O)(=O)c1ccc(SC)cc1
0.0622	C=CCn1c(CC#N)nnc1N1CCOCC1
-0.941	CCSc1oc(-c2ccco2)nc1S(=O)(=O)c1ccccc1
0.196	CCc1cc(=O)oc2cc(OC(C)C(=O)O)c(Cl)cc12 (stereo unspecified)
0.994	O=C(CN(Cc1ccccc1F)C(=O)c1ccco1)NCc1ccc(F)cc1
0.00657	CC(=O)OCc1cc2cc(C)ccc2[nH]c1=O
0.462	COC(=O)[C@H]1[C@@H](C)N(Cc2ccccc2)C(=O)N[C@H]1c1ccccc1
0.407&1.33	CN1C(C(=O)Nc2ccccn2)=C(O)c2ccccc2S1(=O)=O
-0.505	CCn1nnnc1SCC(=O)N(C1CCCCC1)C1CCCCC1
0.707	COC(C[C@@H](O)[C@@H](C)[C@H](O)COCc1ccccc1)OC
-2.93	OC(CCN1CCOCC1)(c1ccc(Cl)cc1)C1CCCCC1 (stereo unspecified)
0.551	CCS(=O)(=O)N1CCC(C(=O)NCCc2ccc(OC)c(OC)c2)CC1

Part of the list above, bar-delimited.
SMILES | Cav32 inh
COc1ccc(NC2=Nc3ccccc3N3C2=Nc2c(c(C)nn2-c2ccc(C)cc2)C3c2cccnc2)cc1 (stereo unspecified) | -0.0028
Cc1cccc2sc(NC(=O)C3CCCN(S(=O)(=O)c4cccc5nonc45)C3)nc12 (stereo unspecified) | 0.189
O=C(NC1CCCCC1)c1ccc(N2CCCC2=O)cc1 | 0.172
CCN(CC)c1ccc(NC(=O)Nc2cccc(C(C)=O)c2)cc1 | 1.72
O=C(CN1CCOCC1)N1CCN(S(=O)(=O)c2ccccc2)C1c1ccccc1 (stereo unspecified) | -0.507
O=C(Nc1ccc(SC(F)F)cc1)c1cccc2nc3ccccc3nc12 | 0.0879
CCOc1ccccc1N(CC(=O)N1CCOCC1)S(=O)(=O)c1ccc(SC)cc1 | -0.253
C=CCn1c(CC#N)nnc1N1CCOCC1 | 0.0622
CCSc1oc(-c2ccco2)nc1S(=O)(=O)c1ccccc1 | -0.941
CCc1cc(=O)oc2cc(OC(C)C(=O)O)c(Cl)cc12 (stereo unspecified) | 0.196
O=C(CN(Cc1ccccc1F)C(=O)c1ccco1)NCc1ccc(F)cc1 | 0.994
CC(=O)OCc1cc2cc(C)ccc2[nH]c1=O | 0.00657
COC(=O)[C@H]1[C@@H](C)N(Cc2ccccc2)C(=O)N[C@H]1c1ccccc1 | 0.462
CN1C(C(=O)Nc2ccccn2)=C(O)c2ccccc2S1(=O)=O | 0.407&1.33
CCn1nnnc1SCC(=O)N(C1CCCCC1)C1CCCCC1 | -0.505
COC(C[C@@H](O)[C@@H](C)[C@H](O)COCc1ccccc1)OC | 0.707
OC(CCN1CCOCC1)(c1ccc(Cl)cc1)C1CCCCC1 (stereo unspecified) | -2.93
CCS(=O)(=O)N1CCC(C(=O)NCCc2ccc(OC)c(OC)c2)CC1 | 0.551

The list continues.
Cav32 inh	Compound
-3.67*	COc1ccc(CNCCC(c2ccc(OC(C)C)cc2)C(C)C)cc1OC (stereo unspecified)
-0.00658	C=CCSc1nc2c(c(=O)n(C)c(=O)n2C)n1CC
0.988	CCCc1nc2n[nH]c(N)c2c2c1CCC2
-2.24	Cc1ccc(OCCNC(=O)C2CC(=O)N(c3ccc(C)cc3)C2)cc1 (stereo unspecified)
0.794	CC1CCCCC1NC(=O)COC(=O)c1ccccn1 (stereo unspecified)

This is a subset; rates above refer to the full screens.
